Screening data deposited in PubChem by several laboratories.
WT yeast gro inh = growth inhibition of WT strain, primary screen, mitochondrial fusion inhibitor project, WT and mutant strains, chemical genetic; mitochondrial fusion phenotypic screen; inhibition, % at 10 µM; 190,000 tested, 2.1% active; AID 1362, 2008; in the data active = inhibition above about 58%; tested in S. cerevisiae
Lipid droplet = inhibitors of hepatocyte lipid droplet formation, primary screen, imaging, high-throughput imaging, BODIPY stain; AML12 mouse hepatocytes, oleate lipid droplets; inhibition, % at 6.5 µM; 240,000 tested, 0.4% active;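 active = lipid droplet intensity inhibited by at least 50%, with more than 500 cells counted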
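Test system: AML12 hepatocytes (mouse); reagent: oleate loading, 100 µM; dosing: one dose, 6.5 µM compound; incubation: overnight exposure; signal: fluorescence imaging, 20x objective, two fields per well; read-out basis: % inhibition of corrected integrated BODIPY droplet signal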
Dynein transport = inhibitors of GR-EGFP nuclear translocation, primary screen, dynein cargo transport inhibitor project, imaging, high-content, 3617.4 mouse cells; test concentration mostly 20 µM; stimulated with dexamethasone, 1 µM; active compounds read low; AID 1381, 2008; z-score, hits read low; 220,000 tested, 0.47% active;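 active = plate z-score of nuclear minus cytoplasmic receptor signal below a set negative limit, without overly bright fluorescence or cell loss, cut at about -3.5 in these data, passing the limit was not always enough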;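 also: z-score of nuclear minus cytoplasmic ring GR-EGFP intensity difference per well; some compounds called inactive have numbers as strong as hits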
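Buffer or medium – tet-free medium with charcoal-stripped serum · Signal – automated 10x imaging of fixed Hoechst-stained cells · Also added – dexamethasone agonist, 1.0 µM final, for 30 min · Incubation – induction 48 h, compound 1 h, agonist 30 min · Read-out – GR-EGFP nuclear translocation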
Autophagy HCS = autophagy modulators in MEF cells, primary screen, imaging, high-content, MEF GFP-LC3; MEF GFP-LC3 puncta imaging; test concentration mostly 10 µM; calls only at 10 µM (by protocol); 190,000 tested, 0.98% active;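 active = percentage of spot-positive cells more than 3 SD above its plate mean, without a fluorescence outlier flag or 80% toxicity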;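 also: spot-positive cell cutoff set from DMSO-treated cells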
MT stabilize HCS = microtubule stabilizers in HeLa cells, primary screen, imaging, high-content imaging | HeLa tubulin immunostaining HCS, 24 h; share of cells brighter than vehicle mean+2SD | % tubulin-high responders, % at 10 µM | 200,000 tested, 0.83% active;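 active = plate Z-score above 3 for both tubulin-high and condensed-nucleus cell shares, with cell loss under 80%, at 10 µM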;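 also: anti alpha tubulin signal scored within the nucleus-defined area of each cell; some results filed as inactive read as strong as hits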
b-catenin transl = modulators of beta-catenin nuclear translocation, primary screen, imaging, HeLa cells, immunofluorescence, high-content | 190,000 tested, 0.3% active | AID 1665, 2009 | nuclear translocation activity, % at 5 µM;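 active = nuclear translocation activity above 50% at 5 µM, with a well cell count of 50 or more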;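 also: per-cell ratio of nuclear to cytoplasmic median beta-catenin stain intensity; plate controls were DMSO negative control for no effect and GSK-3 inhibitor IX positive control for full effect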
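Read-out: Nuclear/cytoplasmic beta-catenin signal ratio, % activation | Assay system: Human HeLa cell line | Times: 24 h compound exposure at 37°C, 5% CO2 | Signal: Fluorescence imaging of beta-catenin antibody stain plus DAPI | Dosing: 5 µM primary, 0.02–20 µM confirmation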
XIAP displacement = XIAP antagonists, biochemical, IAP family, fluorescence polarization (AID 1018). XIAP BIR domain, fluorescence polarization peptide displacement; higher % means a stronger effect. displacement, % at 20 µM; hits with a dose series show IC50 in µM. 200,000 tested, 0.007% active. E3 ubiquitin-protein ligase XIAP (Homo sapiens); in the data active = displacement above about 50%; also: a part of the inactive calls stands beside numbers as strong as those of hits
CSM14.1 death rescue = rescue of cells from ER stress-induced death, primary screen, 384-well, CSM14.1, thapsigargin, ATP luminescence (AID 1222) | CSM14.1 thapsigargin-induced death rescue, ATP luminescence; higher % means a stronger effect | cellular ATP content (survival), % at 20 µM; hits with a dose series show EC50 in µM | 190,000 tested, under 10 active;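 active = EC50 below 50 µM in the dose-response confirmation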;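 also: death triggered by thapsigargin at about 15 µM added after 2 h compound pretreatment; cell ATP read after overnight thapsigargin exposure of roughly 18 to 22 hours; normalized against plate controls of thapsigargin alone and 5% DMSO vehicle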
Insulin prom up = insulin promoter activators in MIN6 cells, imaging, high-content screening, mouse beta cells; MIN6 insulin promoter-GFP reporter; active compounds read high; z-score at 5 µM; 190,000 tested, 0.3% active;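 active = z-score above 3 at 5 µM with at least 500 cells counted in the well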
WT yeast gro inh mutant strain = second read-out of WT yeast gro inh, no call of its own (marks repeat the call); inhibition, %; mitochondrial fusion phenotypic screen, mutant strain inhibition
Dynein transport cytoplasmic EGFP = recorded beside Dynein transport, whose call it bears; z-score; measured here: cytoplasmic GR-EGFP intensity; active compounds read high
Dynein transport nuclear GR-EGFP = second read-out of Dynein transport, no call of its own (marks repeat the call); z-score; measured here: nuclear GR-EGFP intensity;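 lower value marks the stronger effect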
Dynein transport cell count = further read-out of Dynein transport, marked with its call; z-score; measured here: cell count per field
Insulin prom up cell count = second read-out of Insulin prom up, no call of its own (marks repeat the call); cell count; measured here: cytotoxicity, nuclei count;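 total cells summed across four imaged fields per well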
Lipid droplet cells 6.5 µM = also measured in Lipid droplet; calls as there; cell count; measured here: cell count, cytotoxicity flag;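 cells counted across two imaged fields per well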
b-catenin transl cell count 5 µM = also measured in b-catenin transl; calls as there; cell count; measured here: cell count, cytotoxicity flag
MT stabilize HCS Hoechst-high % = second read-out of MT stabilize HCS, no call of its own (marks repeat the call); % Hoechst-high responders; measured here: nuclear condensation Hoechst responders;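 share of cells brighter than vehicle mean plus two SD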
MT stabilize HCS cytotoxicity % = also measured in MT stabilize HCS; calls as there; toxicity, %; measured here: cytotoxicity by cell density;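 0% = mean cell density of plate MIN control wells and 100% = no cells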
Autophagy HCS cell loss 18 h = recorded beside Autophagy HCS, whose call it bears; toxicity, %; measured here: cell loss, nuclei count;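 cell loss after 18 h compound exposure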
Numbers without * were called inactive; i = inactive; / = no result given.

SMILES	WT yeast gro inh	WT yeast gro inh mutant strain	Lipid droplet	Lipid droplet cells 6.5 µM	Dynein transport	Dynein transport cytoplasmic EGFP	Dynein transport nuclear GR-EGFP	Dynein transport cell count	Autophagy HCS	Autophagy HCS cell loss 18 h	MT stabilize HCS	MT stabilize HCS Hoechst-high %	MT stabilize HCS cytotoxicity %	b-catenin transl	b-catenin transl cell count 5 µM	XIAP displacement	CSM14.1 death rescue	Insulin prom up	Insulin prom up cell count
N=c1n(CCN2CCOCC2)c2ccccc2n1Cc1ccccc1Br	-21	-3	/	/	-0.62	-0.21	-0.071	0.23	i	-41	1.6	1.1	9.5	-1.9	996	-7.2%	-3.1%	-1.4	814
Oc1c(C=Nc2ccc(Cl)cn2)sc2ccccc12	/	/	-4	737	-1	-0.21	-0.51	1.1	/	/	/	/	/	1.6	1351	/	/	0.76	1350
Cc1sc2nc(CSc3nc4ccccc4s3)[nH]c(=O)c2c1C	2	11	-9	660	0.66	-0.18	0.86	-0.18	i	-4	2.3	3.5	9.5	-0.8	955	-9.7%	-0.5%	2.6	1078
O=C(COC(=O)c1ccc(Cl)nc1)NCc1cccs1	-10	-18	-1	752	-0.2	-0.2	0.19	0.56	i	10	2.8	1.1	6.0	-0.7	1122	-5.5%	0.4%	0.03	1451
C/C(CC(=O)Nc1cc(Cl)ccc1Cl)=N\NC(N)=S	-2	7	/	/	1.9	-0.049	1.4	-1.5	i	0	1.5	1.6	13	0.6	1226	-5.5%	-1.4%	0	1516
c1ccc(-c2noc(CN3CCOCC3)n2)cc1	-16	-18	-1	755	-0.89	-0.29	-0.32	0.31	i	33	2.1	1.5	4.5	-0.1	988	-4.8%	-1.5%	0.28	1679
CCc1nc(SCC(=O)c2cc(C)ccc2C)n[nH]1	7	15	0	685	2	-0.031	1.6	-1.9	i	22	3.4	2.6	8.9	2.1	1130	-2.7%	-2.2%	0.81	788
OC(COC(c1ccc(Cl)cc1)c1ccc(Cl)cc1)CN1CCc2ccccc2C1 (stereo not drawn)	91	94	-54	694	-0.7	-0.29	-0.65	0.76	i	32	2.0	2.9	12	/	/	-8.8%	-2.5%	-1.2	1324
O=C1CCc2cc(S(=O)(=O)NC(Cc3ccccc3)C(=O)NC3CCCCC3)ccc2N1 (stereo not drawn)	-7	-1	/	/	-0.047	-0.25	-0.027	0.21	i	6	9.9	2.8	2.0	/	/	-3.6%	0.0%	0.51	835
O=S(=O)(c1ccc2ccccc2c1)N1CCN(S(=O)(=O)N2CCOCC2)CC1	0	4	2	744	-0.44	-0.29	-0.034	0.95	i	3	2.8	1.9	3.6	-7.1	1254	-4.6%	3.4%	-0.43	1303

Whole records, looked up by structure. Order of screens: WT yeast gro inh | WT yeast gro inh mutant strain | Lipid droplet | Lipid droplet cells 6.5 µM | Dynein transport | Dynein transport cytoplasmic EGFP | Dynein transport nuclear GR-EGFP | Dynein transport cell count | Autophagy HCS | Autophagy HCS cell loss 18 h | MT stabilize HCS | MT stabilize HCS Hoechst-high % | MT stabilize HCS cytotoxicity % | b-catenin transl | b-catenin transl cell count 5 µM | XIAP displacement | CSM14.1 death rescue | Insulin prom up | Insulin prom up cell count
`C/C(CC(=O)Nc1cc(Cl)ccc1Cl)=N\NC(N)=S` as listed: -2 | 7 | / | / | 1.9 | -0.049 | 1.4 | -1.5 | i | 0 | 1.5 | 1.6 | 13 | 0.6 | 1226 | -5.5% | -1.4% | 0 | 1516
`O=C(COC(=O)c1ccc(Cl)nc1)NCc1cccs1` as listed: -10 | -18 | -1 | 752 | -0.2 | -0.2 | 0.19 | 0.56 | i | 10 | 2.8 | 1.1 | 6.0 | -0.7 | 1122 | -5.5% | 0.4% | 0.03 | 1451

(continued)
SMILES	WT yeast gro inh	WT yeast gro inh mutant strain	Lipid droplet	Lipid droplet cells 6.5 µM	Dynein transport	Dynein transport cytoplasmic EGFP	Dynein transport nuclear GR-EGFP	Dynein transport cell count	Autophagy HCS	Autophagy HCS cell loss 18 h	MT stabilize HCS	MT stabilize HCS Hoechst-high %	MT stabilize HCS cytotoxicity %	b-catenin transl	b-catenin transl cell count 5 µM	XIAP displacement	CSM14.1 death rescue	Insulin prom up	Insulin prom up cell count
CC(C)(C)c1ccc(/C=N/N2CCN(c3ccccn3)CC2)cc1	/	/	-13	637	0.0022	-0.24	-0.057	0.15	/	/	/	/	/	0.6	1391	/	/	-0.28	1158
CC1(C)C(C#N)=C(N)OC2=C1C(=O)CCC2	3	2	/	/	-0.89	-0.088	0.021	0.44	i	6	4.7	2.3	7.3	-1.6	1212	-1.1%	-0.6%	-0.02	976
O=C(Nc1ccc(N2CCOCC2)cc1)C1CCCCC1	15	-2	-6	679	-0.0006	-0.1	0.41	0.9	i	43	2.3	1.2	4.5	-2.0	1180	-5.8%	5.6%	-0.45	1246
CCOCCCNS(=O)(=O)c1ccc(NC(=O)C2CC(=O)N(c3ccc(C)cc3)C2)cc1 (stereo not drawn)	3	0	-1	644	0.052	-0.27	0.016	0.15	i	-30	2.5	1.4	0.7	-4.5	1063	-1.2%	-0.2%	-0.27	1521
CSc1c(-c2ccccn2)c(N)nn1C(=O)C1CCC1	/	/	-3	655	-2	2.9	-0.43	1.2	/	/	/	/	/	-2.6	1127	/	/	-0.06	1527
CCOC(CCc1c(C)nc(NC(C)=O)[nH]c1=O)OCC	/	/	9	672	-0.19	-0.25	0.36	0.41	/	/	/	/	/	0.8	1305	/	/	0.02	1113
CC1CC(C)CN(C(=O)c2cc3c(s2)CCC3)C1 (stereo not drawn)	4	2	11	640	1.7	0.07	0.86	-0.92	i	-6	1.3	1.5	6.2	/	/	-0.8%	0.7%	0.96	989
CSCC[C@H](NC(=O)Nc1ccccc1C)C(=O)O	/	/	12	749	0.28	-0.27	0.14	-0.086	/	/	/	/	/	0.5	1337	/	/	0.92	1135
Cc1nc2nc3c(c(=O)n2[nH]1)CCC3	0	-1	-2	761	-0.6	-0.19	0.062	0.022	i	11	3.0	2.1	11	0.9	1004	-10%	3.9%	-0.91	1260
CC(C)NC(=O)CC(=O)N/N=C\c1ccccc1C(=O)O	-5	-3	1	707	-0.76	-0.37	-0.083	0.86	i	-11	1.6	1.7	4.4	-0.7	1525	-2.8%	1.7%	/	/
C/C(=N/NC(=O)c1ccc2c(c1)OCO2)c1cccc(NC(=O)C(C)(C)C)c1	-4	-3	5	653	-0.15	-0.23	0.15	0.21	i	-14	1.5	1.2	4.7	0.0	1059	-5.0%	-4.1%	/	/
O=C(NS(=O)(=O)c1ccc2c(c1)OCCO2)c1ccccc1	1	4	-27	557	-0.15	-0.031	0.34	-1	i	-9	4.7	1.4	1.6	/	/	-5.0%	/	0.27	1126
COc1ccc(S(=O)(=O)CCc2nnc(NC(C)=O)s2)cc1	0	-8	-2	692	-1.5	-0.35	-0.78	0.99	i	0	11	0.6	8.5	-3.4	1122	-3.6%	-0.2%	-0.15	1585
CC(=O)c1ccc(Sc2ccc(C(C)=O)cc2)cc1	6	-5	-2	504	0.041	-0.25	0.018	1.2	i	-2	4.1	1.9	5.6	-0.4	738	-6.2%	-2.3%	0.28	1167
COCCC(=O)N1CCCC(C(=O)c2ccc3c4c(cccc24)CC3)C1 (stereo not drawn)	-15	1	-1	603	-0.73	-0.35	-0.24	1.4	i	11	2.3	1.8	7.8	2.3	966	-4.4%	2.4%	-0.26	1565
CCOC(=O)c1cc(-c2ccc(C)cc2)n(CCC(=O)NCCCOC)c1C	-1	6	-4	730	1.6	0.038	0.93	-1	i	9	2.1	1.8	7.8	0.9	1138	-22%	3.7%	-0.44	903
Cc1ccc(S(=O)(=O)N2CCN(C(=O)CSc3nncs3)CC2)cc1	/	/	3	730	-0.91	-0.26	-0.44	1.1	/	/	/	/	/	0.8	1358	/	/	0.21	1030
CCc1nnc(NC(=O)C2CCCN2C(=O)NC2CCCCC2)s1 (stereo not drawn)	24	24	2	759	-0.67	-0.21	-0.42	0.57	i	4	1.1	2.0	6.4	-3.8	1199	-3.9%	-2.3%	0.4	1285
CCN1CCN(C(=O)c2cc3c(=O)oc4ccc(C)cc4c3s2)CC1	12	5	15	786	-1.2	-0.039	-0.39	0.62	i	5	2.4	1.6	11	-1.7	1101	-5.5%	-2.2%	-0.08	1276
COCCNCc1nc2sc(C)c(-c3ccccc3)c2c(=O)[nH]1	/	/	2	707	-0.79	-0.051	-0.4	0.39	/	/	/	/	/	0.9	1126	/	/	0.21	1447
COc1ccccc1OCCCC(=O)NC(C)c1ccccc1 (stereo not drawn)	18	6	-20	649	1.2	-0.22	0.8	-0.9	i	-6	3.6	1.3	7.6	-2.1	1039	-5.8%	-0.2%	-0.69	1454
CCC(C(=O)O/N=C(\N)c1ccc(Cl)cc1)c1ccccc1 (stereo not drawn)	43	15	-9	710	-0.97	-0.24	-0.35	0.13	i	15	2.3	1.8	2.6	/	/	-3.6%	0.1%	/	/
CCOc1ccc(C2=NNC(c3cccnc3)=Nc3ccc(OC)cc32)cc1	-12	-18	2	732	0.07	-0.25	0.079	0.36	i	-8	3.6	0.8	8.9	2.8	945	-0.3%	9.1%	/	/
COc1ccc([C@@H]2C[C@@H](c3ccccc3)Oc3cc(C)cc(C)c32)cc1	/	/	3	646	-0.078	-0.8	-0.036	-0.21	/	/	/	/	/	0.0	1356	/	/	-1.4	1010
CCOC(=O)CNC(=O)c1ccc(SCC)cc1	/	/	-2	712	-0.26	-0.23	-0.12	0.039	/	/	/	/	/	0.5	1173	/	/	-0.37	1435
